Compound activity: PubChem, The Scripps Research Institute Molecular Screening Center
DDE Tn7 FP inh = DD(E)-Tn7 binding inhibition, primary FP screen; P02675; FP displacement of FITC-Tn7 peptide from fibrin DD(E); 0% = median of compound wells per plate; inhibition, % at 8.3 µM; 370,000 compounds, 0.13% hits;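 active = inhibition above the mean of compounds falling within the control limits plus 3 SD of them, cut at about 14% in these data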;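 also: 0% = plate median of compound wells and 100% = 10 µM Aha-Tn7 peptide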
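system = human fibrin DD(E) protein | quantity = DD(E) 2 µM final | medium = Tris/NaCl/CaCl2 buffer, pH 7.8 | also added = labelled Tn7 tracer, 0.1 µM | compound dosing = single point at 8.3 µM | timing = compound with protein 10 min, then 3 h after probe, room temperature | signal = FP measurement | benchmarks = Aha-Tn7 high control | repeats = one replicate per compound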
LEDGF integ inh = blocks HIV-1 LEDGF/p75-dependent DNA integration; TR-FRET IN-LEDGF/p75 DNA integration, Eu/Cy5; inhibition, % at 3.7 µM; 370,000 compounds, 0.64% hits; AID 743269;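 active = inhibition above the screen-wide mean plus 3 SD, cut at about 13% in these data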;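 also: signal is the Cy5 over europium emission ratio at 671 and 618 nm; 0% = plate median of compound wells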
TCR CD3 inh = blocks the human TCR-CD3 interaction. TAMRA-labeled TCR probe fluorescence, biochemical. inhibition, % at 9.4 µM. 360,000 compounds, 0.37% hits. AID 651800; in the data active = inhibition above about 19%;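 also: recombinant mutant TCR 2C K166C tagged with TAMRA read by polarization; 0% = receptor in buffer alone and 100% = receptor with positive control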
PG9 binder = small molecules binding HIV-1 gp120 antibody PG9. TR-FRET gp120-PG9 antibody binding. inhibition, % at 6.7 µM. 360,000 compounds, 0.43% hits. AID 624416; in the data active = inhibition above about 8.5%
SIAE inh = human SIAE inhibition, primary screen | Q9HAT2 | SIAE FP-Rh probe binding, fluorescence polarization | inhibition, % at 9.66 µM | 370,000 compounds, 0.69% hits | AID 1053197;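 active = inhibition above a cutoff: mean of compounds within the control limits plus 3 SD of those, cut at about 17% in these data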;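 also: 0% = plate median of compound wells and 100% = probe without SIAE protein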
HTRA1 inhibitor = blocks human HTRA1 serine peptidase. recombinant HTRA1, FP-rhodamine activity-based probe, fluorescence polarization. inhibition, % at 5.96 µM. 340,000 compounds, 0.5% hits. AID 504803; in the data active = inhibition above about 36%;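 also: 0% = enzyme with DMSO and 100% = wells lacking enzyme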
Target sequence (Q92743 whole entry, looked up): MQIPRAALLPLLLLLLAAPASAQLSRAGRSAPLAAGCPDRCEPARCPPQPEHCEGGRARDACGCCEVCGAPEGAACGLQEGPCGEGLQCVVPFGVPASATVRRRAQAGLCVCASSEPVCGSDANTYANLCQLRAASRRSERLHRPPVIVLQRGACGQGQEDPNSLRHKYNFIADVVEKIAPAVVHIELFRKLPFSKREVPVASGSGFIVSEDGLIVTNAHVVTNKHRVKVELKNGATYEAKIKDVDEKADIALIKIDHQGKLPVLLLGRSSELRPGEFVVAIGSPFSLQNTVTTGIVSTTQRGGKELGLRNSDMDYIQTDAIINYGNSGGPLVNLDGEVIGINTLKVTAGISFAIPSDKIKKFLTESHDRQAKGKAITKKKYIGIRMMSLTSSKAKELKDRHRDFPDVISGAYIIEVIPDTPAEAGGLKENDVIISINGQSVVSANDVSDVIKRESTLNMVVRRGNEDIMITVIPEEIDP
UHRF1 binding = human UHRF1 methylated DNA binding inhibitors | Q96T88 | UHRF1 binding to methylated oligo, TR-FRET | inhibition, % at 4.4 µM | 370,000 compounds, 0.75% hits | AID 687016; in the data active = inhibition above about 21%;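 also: UHRF1 SRA domain binding a hemimethylated CpG hairpin DNA probe; 0% = median of test compound wells and 100% = reference inhibitor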
TDP2 inh = blocks human TDP2 phosphodiesterase activity. O95551. recombinant TDP2, T5PNP hydrolysis, p-nitrophenol absorbance 415 nm. inhibition, % at 12.8 µM. 370,000 compounds, 0.34% hits. AID 720702;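 active = inhibition above the mean of all tested compounds plus 3 SD, set per campaign, cut at about 25% in these data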;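 also: 0% = DMSO with enzyme and 100% = buffer with substrate but no TDP2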
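Incubation: 2 h at 37 °C; Test system: recombinant human TDP2; Quantity: enzyme 120 nM; Read-out basis: percent inhibition; Medium: 50 mM Tris-HCl pH 7.5 with Mg2+, KCl, DTT, BSA; Repeats: single replicate; Compound: 12.8 µM single point, 1% DMSO; Signal: epi absorbance; Reagent: 5 mM T5PNP chromogenic substrate; Benchmarks: no-enzyme high, DMSO-plus-enzyme low.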
mABHD4 FP = ABHD4 (mouse) inhibition, primary FP screen. inhibition, % at 8.92 µM. purified mABHD4, FP-Rh probe fluorescence polarization. Q8VD66. 370,000 compounds, 0.54% hits;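 active = inhibition exceeding the mean over every tested compound plus 3 SD, cut at about 30% in these data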;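 also: 0% = plate median of compound wells and 100% = S159A mutant with DMSO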
Target sequence (Q8VD66 whole entry, looked up): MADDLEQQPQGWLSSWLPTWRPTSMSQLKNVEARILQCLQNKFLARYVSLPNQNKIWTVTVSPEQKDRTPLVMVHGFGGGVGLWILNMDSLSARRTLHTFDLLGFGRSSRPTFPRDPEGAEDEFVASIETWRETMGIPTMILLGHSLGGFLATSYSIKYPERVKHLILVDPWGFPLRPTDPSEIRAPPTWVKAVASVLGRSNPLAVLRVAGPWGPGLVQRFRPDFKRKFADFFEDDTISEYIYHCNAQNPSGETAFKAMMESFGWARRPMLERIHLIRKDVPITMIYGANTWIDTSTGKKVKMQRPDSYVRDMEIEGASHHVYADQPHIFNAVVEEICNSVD
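assay system = mABHD4 protein | compound dosing = single nominal dose of 8.92 µM, 0.89% DMSO final | read-out basis = percent inhibition of probe binding, normalized to plate controls | schedule = Enzyme–compound pre-incubation 45 min, then probe 60 min, both 25 °C | detection = fluorescence polarization, excitation 525 nm, emission 598 nm, BODIPY TMR filters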
PRMT1 inh = inhibitors of human PRMT1 | Q99873 | recombinant PRMT1, activity-based probe fluorescence polarization | inhibition, % at 2.79 µM | 370,000 compounds, 1.3% hits | AID 652257;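 active = inhibition above about 21% made by adding two undisclosed values, limit read from the data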
Active calls of the source: *; nt = no result given.

Structure,DDE Tn7 FP inh,LEDGF integ inh,TCR CD3 inh,PG9 binder,SIAE inh,HTRA1 inhibitor,UHRF1 binding,TDP2 inh,mABHD4 FP,PRMT1 inh
Cc1cc2cc3c(cc2n2c(SCC(=O)Nc4nc(-c5ccccc5)cs4)nnc12)OCO3,6,0,nt,nt,5,nt,3,-1,1,4
Cc1cccc(C)c1NC(=O)COC(=O)c1cc(=O)[nH]c2ccccc12,-8,-1,-2,0.7,-8,2,-2,4,6,2
CCOC(=O)N1CCC(NC(=O)c2cc(C(=O)NCC(OC)OC)ccc2CO)CC1,-2,-3,6,-3.7,4,5,-1,-7,6,-1
CCOc1ccc(OCC(=O)OCc2csc(CC(=O)Nc3ccccc3C)n2)cc1,8,1,5,-0.8,-6,-5,-1,1,10,2
CC(C)(C)NC(=O)C[n+]1ccc(C(N)=O)cc1,1,0,5,-1.3,-2,3,1,10,1,-1
COCCn1c(SCC(=O)N2CCN(c3ccccc3)CC2)nc2c(c1=O)SC(C)C2 (stereo not given),4,-1,9,2.6,7,3,2,6,13,0
CCOC(=O)N1CCN(c2c(NCCCN(CC)CC)c(=O)c2=O)CC1,-7,-3,2,-0.6,-5,-2,-2,-1,-1,-2
Cc1ccc(-n2cc(C(=O)c3cc(Cl)ccc3O)cc(C#N)c2=O)cc1,2,-1,2,-1.6,-16,-15,-1,2,-5,-3
COc1cc([N+](=O)[O-])ccc1NC(=O)CSc1nncn1-c1cccnc1,-1,-5,-2,-0.6,4,-5,-1,-2,4,0
Cc1ccc2nc(-c3ccccc3)c(Cc3cccc(Cl)c3)n2c1,7,-1,7,-0.2,-4,nt,3,9,1,-1
c1cnc2ccc(C(c3nnnn3C3CCCCC3)N3CCN(C4CCCCC4)CC3)cc2c1 (stereo not given),8,-3,3,-1.9,-1,1,-1,7,-4,-1
COC(=O)c1oc2ccc(Br)cc2c1NC(=O)CCN1CCOCC1,3,-2,7,-1.2,-9,2,-2,-4,-4,0
Cc1ccccc1-c1noc(-c2ccccc2C(=O)NCC2CCCO2)n1 (stereo not given),2,-2,2,-2.7,3,1,0,3,-6,2
O=c1cc2c(nn1Cc1ccc(Cl)cc1)-c1ccccc1CC2,-6,1,0,-0.5,-4,-35,-2,-8,-7,-1
COc1ccc(CC(=O)c2cc(OC)c(OC)cc2CC(=O)O)cc1OC,-2,0,-5,0.7,2,-3,1,2,6,-2
Cc1ccc(S(=O)(=O)N2CCCCC2CCNC(=O)C(=O)NCC2CCCO2)cc1 (stereo not given),-1,-3,5,-1.2,-2,2,-3,-18,-2,-1
Cc1ccccc1NC(=O)c1cc2ccccc2o1,1,0,-3,-0.3,0,-2,3,-5,0,-1
O=S(=O)(c1ccc(Cl)cc1)c1nc(-c2ccccc2F)oc1NCCCN1CCOCC1,-4,-1,5,-2.1,2,-9,-1,5,2,0
COCCOc1ccc(C(F)(F)F)cc1NC(=O)c1ccccc1,3,-2,-1,0.1,11,2,1,2,8,1
O=C1OCCC1Sc1nc2ccccc2s1 (stereo not given),-5,-4,1,-0.6,0,0,10,6,0,0
CCOC(=O)C1(CCCc2ccccc2)CCN(C(=O)c2cc(C)nn2CC)CC1,4,-2,5,0.6,-2,-3,0,-2,4,3
CC(C)(C)NC(=O)C1C(c2ccccc2)=Nc2ccccc2N1C(=O)c1ccc(C(F)(F)F)cc1 (stereo not given),-6,2,-4,-2.4,-6,nt,1,-7,0,-6
O=[N+]([O-])C1=C(Nc2cccc3ccccc23)CS(=O)(=O)C1,-3,2,2,-1.7,0,1,-4,4,9,7
CN(C)c1oc(-c2ccccc2)nc1C#N,1,3,2,-2.0,0,6,-6,-19,-10,-6
Cc1cc2occ(CC(=O)N(C)CC(=O)Nc3c(C)cccc3C)c2cc1C,-1,-1,-1,-1.6,1,-28,-3,-3,-1,-6
Cc1ccc(CN2C(=O)CCC2(C)C(=O)NCc2cccnc2)cc1 (stereo not given),3,0,0,0.5,1,-12,-3,1,8,-2
COc1ccc(OCc2nc3ccccc3[nH]2)cc1,-8,5,-3,0.1,-1,-6,4,-12,-4,-1
CCOC1=C2[C@@H](CN(S(=O)(=O)c3ccc(C)cc3)[C@H]2c2ccccc2F)[C@H]2C(=O)N(Cc3ccccc3)C(=O)[C@H]2C1,4,-1,7,-1.1,-6,nt,0,-14,-4,0
COc1ccc(Cl)cc1S(=O)(=O)NC(C)C(=O)NCc1cccnc1 (stereo not given),5,-10,-3,1.1,0,1,4,-12,1,4
Cc1ccc(C(=O)Cn2c(C(=O)OCCO)cc3ccccc32)cc1,0,6,-9,-3.3,-5,0,1,-25,-10,-2

(listing goes on)
Structure,DDE Tn7 FP inh,LEDGF integ inh,TCR CD3 inh,PG9 binder,SIAE inh,HTRA1 inhibitor,UHRF1 binding,TDP2 inh,mABHD4 FP,PRMT1 inh
CCOC(=O)Cc1cc(=O)n2[nH]c(C)c(-c3ccccc3)c2n1,1,1,-3,-1.1,-12,3,-3,-1,-6,-1
Cn1c2c(c(=O)n(C)c1=O)CN(CCN1CCNCC1)CN2,-1,0,1,-0.5,4,0,-3,-1,10,0
C#CCOCCOCCOCCNc1nc(N2CCN(C(=O)Cn3cc(CCO)nn3)CC2)nc(N2CCN(C(=O)[C@H](Cc3ccc(O)cc3)n3cc(CCO)nn3)CC2)n1,9,2,6,2.5,1,7,11,-8,-6,4
CCCn1c(N/N=C\C=C\c2ccccc2)nc2c1c(=O)[nH]c(=O)n2C,2,4,2,-6.7,1,11,-1,1,11,0
COc1ccc(C[C@H]2CN3C(=NC[C@@H]3C)N2CCNC(=O)CCC2CCCCC2)cc1,-9,0,-6,0.9,-5,2,5,-4,7,-2
Cc1ccc(C)c(NC(=O)NNC(=O)CCc2ccccc2)c1,-11,3,6,1.0,1,-7,-3,2,-2,-1
CCC(C(=O)NC1CCCC1)n1c(-c2cc3ccccc3[nH]2)nc2ccccc21 (stereo not given),2,-5,0,-1.6,3,nt,-3,0,-5,1
CC(C)(C)C(=O)CN1CCN(C2c3ccccc3-c3ccccc32)CC1,-1,2,-1,-0.4,12,-7,1,1,3,1
CCCCN1CC(=O)N2[C@H]3c4cc(Cl)ccc4OC[C@@H]3[C@H](c3ccccc3)[C@]2(C)C1=O,-4,-1,4,-0.7,1,-17,-2,6,-12,0
Fc1ccc2nc(Nc3nc4cc5c(cc4s3)OCCO5)sc2c1,0,-3,-8,-5.3,32*,-15,3,-3,12,-1
Cc1cccc(N=Cc2cc(Br)cc(Cl)c2O)c1,-6,-1,3,-2.6,4,5,-4,-1,0,-3
CCN(CC)S(=O)(=O)c1cccc(C(=O)N2CCCc3ccccc32)c1,-5,6,3,-1.6,-9,-2,-2,-16,0,-2
COc1ccc(S(=O)(=O)N2CCN(c3ccc4nnc(-c5ccc(F)cc5)n4n3)CC2)cc1,7,-2,5,0.5,-8,-6,-1,-3,-10,-4
Cc1c(Cl)cccc1Nc1nc(N)nc(CN2CCc3ccccc3C2)n1,0,2,0,1.9,-6,-14,-3,4,5,1
C=CCn1c(CCSCc2ccc(OC)c(C)c2)n[nH]c1=S,-3,4,1,1.3,-2,-3,0,-3,-3,1
CCCc1ncc(C(O)c2cccc(OC)c2OC)n1C (stereo not given),1,-3,0,1.1,-5,5,-1,-1,-1,-3
COc1cc2cc(CCOC(=O)CCCC(=O)O)oc(=O)c2cc1OC,-3,2,2,-2.0,1,4,-1,-4,5,0
COc1cc2c(cc1OC)CN(C(=O)CC1CC3CCC1C3)CC2 (stereo not given),-2,0,0,-4.1,1,-2,-6,-1,-3,-6
O=C(Cc1ccccc1F)Nc1cccc2cccnc12,0,0,-2,-2.9,5,-4,-1,-9,-3,-1
CCOC(=O)[C@]12CCCC=C1N(CCc1ccc(OC)c(OC)c1)C(=O)[C@H](CC(=O)NCCCCc1ccccc1)C2,-3,-6,-5,3.0,-1,nt,2,-4,3,0
COc1ccc(CNC(=O)CSc2nnc(-c3cccnc3)n2N)cc1,3,1,4,1.2,2,6,-1,11,-2,2
COc1ccc(Cl)cc1C(=O)OCC(=O)N(C)CC(=O)Nc1ccc(F)cc1,-7,4,-4,-1.4,9,0,-1,5,5,-4

Three compounds out of the list above, ordered by their value in TCR CD3 inh, largest number first.
smiles	DDE Tn7 FP inh	LEDGF integ inh	TCR CD3 inh	PG9 binder	SIAE inh	HTRA1 inhibitor	UHRF1 binding	TDP2 inh	PRMT1 inh
C#CCOCCOCCOCCNc1nc(N2CCN(C(=O)Cn3cc(CCO)nn3)CC2)nc(N2CCN(C(=O)[C@H](Cc3ccc(O)cc3)n3cc(CCO)nn3)CC2)n1	9	2	6	2.5	1	7	11	-8	4
COc1ccc(S(=O)(=O)N2CCN(c3ccc4nnc(-c5ccc(F)cc5)n4n3)CC2)cc1	7	-2	5	0.5	-8	-6	-1	-3	-4
CCC(C(=O)NC1CCCC1)n1c(-c2cc3ccccc3[nH]2)nc2ccccc21 (stereo not given)	2	-5	0	-1.6	3	nt	-3	0	1
